PTEN del growth = growth suppression of PTEN-null HCT116, primary screen, cell-based, CellTiter-Glo. HCT116 PTEN-null viability, 60 h; stronger effect = lower value. viability, % at 10 µM. 140,000 tested, 1.2% active;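 active = viability at or below a set limit, 4 SD under the median of all tested compounds, cut at about 3.7% in these data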;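 also: PTEN knockout HCT116 line with beta catenin targeted HCT116 as companion control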
E-sel TNF inh = E-selectin induction blockers in HUVEC – imaging, immunofluorescence, high content, primary screen. 120,000 tested, 0.71% active. AID 1246, 2008. HUVEC TNFa-induced E-selectin immunofluorescence. inhibition, % at 2 µM;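 active = inhibition above the batch mean plus 3 SD, and confirmed as a hit on visual image review, cut at about 43% in these data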;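 also: 0% = TNF-stimulated DMSO wells and 100% = unstimulated control wells; not every result past the cut was called active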
BB579 growth dn = growth inhibitors of yeast BB579 in restrictive medium, primary screen, yeast lifespan-shortening project, S. cerevisiae; inhibition, % at 10 µM; OD615, 48 h; 140,000 tested, 0.51% active; AID 804, 2007;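 active = inhibition above a set limit, 3 SD over the mean compound inhibition, cut at about 44% in these data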; also: inactives centre near -24
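test system = yeast BB579 (DeaD) | buffer or medium = restrictive CSMM-D medium | doses = single compound dose of 10 µM, 0.25% DMSO final | times = 4 h preincubation and 48 h exposure at 30 °C | technique = culture absorbance at 615 nm | benchmarks = amphotericin B 10 µg/mL, positive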
bCat KO growth = primary screen for growth suppressors in beta-catenin knockout HCT116 cells (colon tumor, human). HCT116 beta-catenin knockout viability, CellTiter-Glo, 60 h; stronger effect = lower value. viability, % at 10 µM. 140,000 tested, 1.5% active. AID 818, 2007;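 active = viability at or under a set limit, the compound median less 4 SD, cut at about 6% in these data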;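 also: 0% = Hyamine 1622 control at 20 µM and 100% = untreated cell control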
Measles CPE = compounds protecting cells from measles virus cytopathic effect, primary screen, measles RdRp inhibitor project, single point, MLSMR library, absorbance; Measles virus-infected cells, CPE protection; protection (pct of control), % at 4 µM; 140,000 tested, 1.5% active; AID 841, 2007; in the data active = protection mostly above about 24%, no sharp cut-off; inactive = mostly below about 26%; also: some compounds called inactive have numbers as strong as hits
NPY-Y2 antag = NPY-Y2 receptor antagonists, primary screen, cell-based; 140,000 tested, 0.99% active; inhibition, % at 2.7 µM; NPY-Y2 expressing cells, antagonist mode; Neuropeptide Y receptor type 2 (Homo sapiens), P49146; in the data active = inhibition above about 17%;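 also: 0% = vehicle with agonist challenge and 100% = reference antagonist with challenge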
Target sequence (P49146 whole entry, looked up): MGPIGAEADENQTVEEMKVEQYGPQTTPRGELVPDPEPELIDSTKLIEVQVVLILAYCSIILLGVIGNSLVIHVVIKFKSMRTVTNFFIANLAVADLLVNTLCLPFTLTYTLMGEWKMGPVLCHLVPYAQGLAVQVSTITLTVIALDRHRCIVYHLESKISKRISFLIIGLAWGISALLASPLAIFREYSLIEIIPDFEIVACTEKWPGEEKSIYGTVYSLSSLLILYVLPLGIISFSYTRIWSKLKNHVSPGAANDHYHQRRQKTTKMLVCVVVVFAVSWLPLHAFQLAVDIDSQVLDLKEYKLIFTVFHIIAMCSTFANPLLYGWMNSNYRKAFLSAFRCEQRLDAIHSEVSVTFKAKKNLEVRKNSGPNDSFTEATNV
GALR2 antag = GALR2 antagonists in receptor-expressing cells, primary screen; Galanin receptor type 2 (Homo sapiens), O43603; antagonist mode; inhibition, % at 4 µM; 140,000 tested, 0.39% active; in the data active = inhibition above about 27%;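 also: cells stimulated with galanin 1-16 at roughly its EC80; 0% = agonist challenge control and 100% = basal control without agonist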
Target sequence (O43603 whole entry, looked up): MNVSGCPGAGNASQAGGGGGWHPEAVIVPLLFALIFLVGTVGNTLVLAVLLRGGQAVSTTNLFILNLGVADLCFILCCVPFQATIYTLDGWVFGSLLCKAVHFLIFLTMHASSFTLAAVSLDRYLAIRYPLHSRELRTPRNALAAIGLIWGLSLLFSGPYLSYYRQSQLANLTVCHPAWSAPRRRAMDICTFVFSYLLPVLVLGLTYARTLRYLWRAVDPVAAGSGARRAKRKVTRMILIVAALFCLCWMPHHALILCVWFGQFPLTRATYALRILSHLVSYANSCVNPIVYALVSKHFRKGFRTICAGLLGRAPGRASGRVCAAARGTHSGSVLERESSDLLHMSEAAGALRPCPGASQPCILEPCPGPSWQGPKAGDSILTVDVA
Yeast life ext = compounds extending yeast replicative lifespan, primary screen, S. cerevisiae, OD615; 130,000 tested, 0.68% active; S. cerevisiae growth with nicotinamide; deaD strain in restrictive glucose medium; inhibition of the nicotinamide effect, % at 10 µM; AID 775, 2007;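 active = inhibition above a set limit, placed 3 SD over the median of all compounds, cut at about 26% in these data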;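 also: 0% = nicotinamide-treated wells and 100% = cells grown without nicotinamide; some compounds called inactive have numbers as strong as hits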
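assay system = DeaD-strain S. cerevisiae | buffer or medium = restrictive glucose medium | reagent = 1.5 mM nicotinamide | compound = 10 µM single point, 0.25% DMSO | incubation = 48 h compound exposure at 30 °C, humidified | signal = OD615 measurement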
MRP-1 activ = H69AR viability gain despite doxorubicin, primary screen, MRP-1 activator project, H69AR cells, CellTiter-Glo; viability increase, % at 10 µM; AID 799, 2007; 140,000 tested, 0.61% active; viability rescue;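 active = viability gain under doxorubicin at or above a set limit, the compound median plus 3 SD, cut at about 4.7% in these data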;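 also: MRP-1 overexpressing cells given doxorubicin 25 µM after compound pretreatment; 18-22 h compound pretreatment then 72 h with doxorubicin before readout; 0% = doxorubicin-only wells and 100% = vehicle-treated cells without doxorubicin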
Phagocytosis inh = inhibitors of macrophage phagocytosis, primary screen, imaging, J774A.1 cells, IgG beads | J774A.1 macrophage IgG-bead phagocytosis | inhibition, % at 5 µM | 110,000 tested, 0.07% active | AID 1029, 2008;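 active = inhibition above the mean of the plate negative controls plus 5 SD, cut at about 13% in these data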;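 also: phagocytic index as fraction of beads internalized from green versus red external bead signal; plate controls were DMSO negative control for no effect and cytochalasin-D positive control for full effect; some results beyond the cut were filed as inactive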
The depositor's hits bear a star; x = not tested or not shown. Outcome played no part in choosing rows; overall some 6.4% were active at least once.

SMILES	PTEN del growth	E-sel TNF inh	BB579 growth dn	bCat KO growth	Measles CPE	NPY-Y2 antag	GALR2 antag	Yeast life ext	MRP-1 activ	Phagocytosis inh
CC1CCCC(NC(=O)CCCn2c(=O)[nH]c3cc(Cl)ccc3c2=O)C1C (configuration not stated)	90	-1	-46	93	24	5	-3	3	0.2	x
Cc1cc2ncn(S(=O)(=O)c3ccc(S(=O)(=O)N4CCOCC4)cc3)c2cc1C	98	9	20	87	4	0	-6	-6	-2.0	-4
O=C(CNC(=O)c1ccc2c(c1)OCCO2)N/N=C/c1ccc(O)cc1O	81	x	-37	84	8	2	-4	-5	2.4	-7
O=C(Nc1ccc2c(c1)OCO2)OCc1ccccc1	91	22	0	100	4	1	-1	-25	-3.2	4
COc1ccc(NC(=O)C2(c3ccc(NC(=O)c4ccc(OC(C)=O)cc4)cc3)CCCC2)cc1	94	-7	-30	94	4	1	-4	-7	-0.1	x
O=C(c1ccccc1CCc1ccccc1)N1CCN(c2ccccn2)CC1	78	-8	-49	71	22	12	7	19	0.1	x
C#CCSc1nnc(-c2cc3c(C(F)(F)F)nn(C)c3s2)n1C	101	-1	-41	98	28	2	3	-12	-0.4	x
COCCCn1c(CCC(=O)O)ccc1-c1cccs1	106	-10	-50	96	29	3	-3	-3	-0.2	0
CCOc1cc(C(=O)NCc2ccncc2)cc(OCC)c1OCC	103	19	-11	88	16	-2	-3	-11	-0.3	-1
C=C(C)COc1ccc(-c2[nH]ncc2Oc2ccccc2OCC)c(O)c1	50	x	-5	56	19	-5	7	-15	-4.5	0
CSc1ccc(C(=S)N2CCN(Cc3ccccc3)CC2)cc1	104	25	-68	96	2	4	15	31*	-0.8	0
O=C(O)c1ccccc1S	92	x	-37	91	34	1	7	6	0.9	x
CCOC(=O)N1CCC(NC(=O)CCC(=O)N2CC(C)Oc3ccccc32)CC1 (configuration not stated)	89	x	-20	94	19	0	5	-3	0.5	-3
O=C(CCCCCn1c(=O)[nH]c2ccccc2c1=O)N1CCN(Cc2ccc3c(c2)OCO3)CC1	78	x	-11	86	21	3	-1	0	-2.5	0
CC(C[N+](C)(C)C)OC(N)=O (configuration not stated)	1.0*	x	4	1.3*	3	3	0	2	-1.3	x
COCc1nnc(NS(=O)(=O)c2ccccc2)s1	103	5	-38	105	2	2	9	-5	-0.4	2
COc1ccccc1C(=O)Nn1c(C2CCC2)nc2ccccc2c1=O	86	x	-74	73	5	0	7	6	-1.2	0
O=C(Nc1cccc(-c2cnc3ccccc3n2)c1)c1ccco1	89	-8	8	99	8	3	2	-15	-1.7	1
CCOC(=O)c1oc2c(c1C)C(=O)CCC2	92	x	-10	100	11	1	4	-2	0.7	2
COc1ccc(C(=O)/C=C/Nc2ccc(C)cn2)cc1OC	97	6	52*	79	10	2	2	x	-3.3	x
CCCCCCNC(=O)CC(c1ccccc1)c1cc(Br)ccc1O (configuration not stated)	76	-6	-19	76	1	-3	-9	x	-4.8	x
COC(=O)c1ccc2c(c1)C(C)(C)C(/C=C/c1ccc(OC)c(OC)c1OC)=[N+]2C	0.6*	6	-56	4.9*	0	12	-7	1	-6.1	-4
N/C(=N\OC(=O)c1cccs1)c1ccccc1	93	x	14	87	6	3	-2	-5	-3.5	-10
CCOC(=O)N1CCN(CCC(=O)Nc2ccc(C)cc2)CC1	99	-1	-37	97	4	1	-31	-18	-4.0	x
CCC1Oc2ccccc2N(CC(=O)NCCCN2CCC(C)CC2)C1=O (configuration not stated)	102	-31	-13	90	23	3	-3	-12	-0.2	-1
COC(=O)c1sccc1NC(=O)c1ccc(OC)c(OC)c1	92	27	-42	94	20	5	-11	-16	-1.2	2
O=C(CN(Cc1ccccc1)C(=O)c1ccc2c(c1)OCCO2)NCc1ccc2c(c1)OCO2	79	-11	-13	86	10	0	8	-6	-2.3	1
CCc1ccc(OCc2nnc(SCC(=O)N3CCN(c4ccccc4)CC3)o2)cc1	98	-18	-35	93	33	6	2	x	-1.6	x
O=C(NC1(C(F)(F)F)NC(=O)N(c2ccc(F)cc2)C1=O)c1ccncc1 (configuration not stated)	98	x	-4	93	11	0	-2	-2	-0.6	6
O=C(O)CCn1cc(/C=C/C(=O)c2ccc(Cl)cc2)c(-c2ccc(Br)cc2)n1	25	x	52*	42	14	4	-15	-10	-4.0	-10
Cc1nnc(Oc2ccccc2)c2ccccc12	88	x	5	89	4	1	2	-24	-1.9	1
c1ccc(Cn2nnnc2C(c2ccncc2)N2CCOCC2)cc1 (configuration not stated)	100	-8	-14	97	17	-2	2	-6	-1.9	-1
CC(=O)c1ccn(S(=O)(=O)c2ccccc2)c1	84	x	-4	91	32	2	6	-4	0.5	1
CC1CCN(c2ccc(NC(=S)NC(=O)c3ccc(-c4cccc([N+](=O)[O-])c4)o3)cc2)CC1	66	46	-30	66	5	4	6	-21	-2.0	-1
O=C(Nc1nnc(-c2ccc3c(c2)CCCC3)o1)C1CCCCC1	59	12	-20	43	11	1	-5	-1	-1.8	0
O=C(Cc1ccccc1)N(c1ccc(F)cc1)C1C=CS(=O)(=O)C1 (configuration not stated)	86	x	-6	76	12	2	16	-15	-2.9	0
O=C(O)CC(NC(=O)OCc1ccccc1)c1ccccc1 (configuration not stated)	89	1	-11	102	20*	6	-2	-12	-0.2	1
CCCCCC(=O)Nc1nc(C)c(-c2csc(Nc3ccc(Cl)cc3)n2)s1	44	18	-95	46	11	4	12	-10	-1.2	x
O=c1cc2c(nn1Cc1ccccc1Cl)-c1ccccc1CC2	98	x	-77	94	14	6	-9	-7	-0.3	-1
CCCCNC(=S)Nc1ccc2nc3n(c(=O)c2c1)CCCCC3	99	17	-19	85	19	0	16	-3	-2.7	-3
O=[N+]([O-])c1cc(F)c(N2CCCCC2)cc1N1CCOCC1	88	-27	-45	86	3	3	11	-9	-0.7	-1
CC1=C(C#N)C(C(F)(F)F)(C(F)(F)F)N=C(c2ccco2)N1	89	5	-44	84	6	-2	8	0	-1.7	-1
CCCCC(SCC(=O)Nc1ccccc1)C(=O)O (configuration not stated)	97	-21	-23	100	5	3	0	-12	-0.2	x
O=Cc1ccc2oc3nc4n(c(=O)c3c(=O)c2c1)CCCS4	93	4	-82	92	9	2	-11	-10	-0.5	0
COc1cc(S(=O)(=O)N(Cc2cccnc2)Cc2ccco2)ccc1-n1cnnn1	104	x	-51	94	13	1	4	-11	-1.6	x
O=C(Nc1ccccc1C(=O)O)c1ccc2ccccc2n1	90	-12	-22	85	15	6	4	-14	-2.7	x
Cc1ccc(Cl)cc1NC(=O)COC(=O)CC1CC2CCC1C2 (configuration not stated)	105	-50	-66	97	12	2	5	-6	0.3	-1
CCN(CCCNC(=O)CCCCn1c(=O)[nH]c2ccccc2c1=O)c1ccccc1	100	6	-28	101	6	-2	-1	-10	0.6	0
COc1ccccc1OCCOc1ccccc1/C=N/n1cnnc1	90	-14	-7	98	11	1	7	-1	-2.1	0
CCNC(=O)CC1C(=O)N(CC)C(=S)N1NC(=O)c1ccc(Cl)cc1 (configuration not stated)	87	-12	-44	94	21	1	9	-3	-2.9	x
The results go on:
SMILES	PTEN del growth	E-sel TNF inh	BB579 growth dn	bCat KO growth	Measles CPE	NPY-Y2 antag	GALR2 antag	Yeast life ext	MRP-1 activ	Phagocytosis inh
Cc1ccc(-n2c(=S)[nH]c3sc4c(c3c2=O)CCc2ccccc2-4)cc1	79	x	-16	74	16	2	-11	1	4.1	-4
CCn1c2ccccc2c2cc(NC(=O)C(C)C)ccc21	86	3	-20	102	2	1	10	-21	1.5	x
CC(C)(C)NS(=O)(=O)c1ccc(CCC(=O)Nc2cc(Cl)ccc2Oc2ccccc2)cc1	53	-77	-8	48	2	-2	-1	-13	-5.3	0
COc1cccc(/C=C/C(=O)OCC(=O)c2c[nH]c3ccccc23)c1OC	98	-3	-73	93	3	6	6	9	-1.6	-6
Clc1ccccc1-c1nc(-c2ccccc2)n[nH]1	93	-19	-2	97	23	1	4	-28	-2.5	x
CCOc1ccc(NC(=O)c2cc(SC)ccc2Cl)cc1	99	x	-14	101	18	6	10	0	2.1	-9
COc1ccccc1-n1c(CNC(=O)c2ccco2)nnc1SCC(=O)Nc1ccc(F)cc1	97	8	-6	102	4	3	-2	-17	-2.2	0
N#C/C(C(=O)N1CCCCC1)=C1\Nc2ccccc2S1	109	6	-41	107	16	2	2	-5	0.7	2
Cc1ccc(C)c(SCC(=O)Nc2cccc(S(=O)(=O)NC3=NCCCCC3)c2)c1	77	x	-5	89	7	4	-10	0	-1.5	-5
O=C(CNc1cccc(C(F)(F)F)c1)N/N=C/c1cn(-c2ccccc2)nc1-c1ccccc1	64	x	-27	83	3	-3	10	-1	-1.8	-12
COC(=O)c1ccc2c(=O)n(CCCN3CCCC3=O)c(=S)[nH]c2c1	103	-22	2	99	5	3	-20	-6	-3.5	-4
COCCNC(=O)CSc1nc(-c2ccc(OC)c(OC)c2)cc(C(F)(F)F)n1	93	1	-4	97	6	-2	-4	-2	-2.0	-1
CC(=O)Nc1ccc(N2CCCCC2)c(C(=O)Nc2cccc(C)c2)c1	63	-14	-16	54	4	-1	7	-23	-3.2	-4
Cc1ccc(-n2nnnc2CSc2nnc(-c3ccc(O)cc3)o2)cc1	89	x	4	86	19	2	8	-4	-1.5	-7
CCOC(=O)c1ccc(N2CN(CC)CNC2=S)cc1	85	x	-30	83	4	5	-15	0	-4.2	0
COc1ccc(-n2ccsc2=S)cc1	101	-8	-28	92	15	-1	-4	-7	-1.6	-1
CCOC(=O)CSCC(=O)Nc1ccc(S(=O)(=O)N2CCCCC2)cc1	90	2	-17	83	12	-3	-1	-7	-0.5	-1
COCCCNC(=S)Nc1ccc2c(c1)OCCO2	95	-20	-41	93	5	2	4	0	1.1	-6
COc1ccc(N2C(=O)CCC(C(C)=O)=C2C)cc1	102	-20	-12	98	5	1	-2	-1	-2.9	0
CC(C)CNC(=O)c1cccc(NC(=O)Cc2ccc(Br)cc2)c1	93	x	-39	88	31	1	-5	-4	6.2*	-7
COc1ccccc1N1CCN(c2ncnc3c2oc2ccccc23)CC1	13	x	4	15	8	1	-9	-20	-3.1	0
O=C(Oc1cc(=O)n2ccccc2n1)c1ccccc1	94	x	-17	97	8	1	-2	43*	-0.8	-8
Cc1cc2c(C)nc(N/N=C/c3ccc(F)cc3)nc2o1	103	x	-10	93	40	-2	13	-7	-0.1	-15
COC(=O)N/N=C/c1ccccc1OCc1ccccc1	104	x	-3	93	36	1	1	1	-0.2	-1
O=c1cc(O)nc(SCc2ccccc2)[nH]1	97	-4	-45	96	3	3	-9	0	-0.1	1
